V-ATPase pH: alters yeast V-ATPase proton transport | S. cerevisiae, pHLuorin cytosolic pH fluorescence | response, % at 10 µM | hit rate 0.37% among 350,000; in the data active = response mostly above about 7.3%, no sharp cut-off; inactive = mostly below about 5.4%; note: actives read high; inactives centre near 0; some compounds called inactive have numbers as strong as hits; reference of the scale not given here
OPRM1-OPRD1 inv: mu-delta opioid heterodimer inverse agonism. inhibition, % at 9.3 µM. cell-based MOR-DOR heterodimer luminescence. P35372+P41143. hit rate 0.21% among 340,000; in the data active = inhibition above about 22%, passing the limit was not always enough;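 note: 0% = cells with DMSO and 100% = wells without cells with DMSO; values of inactives mirror those of a sister screen read the other way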
MOR-DOR ag: OPRM1-OPRD1 heterodimerization agonism | cells, luminescence | hit rate 0.3% among 340,000 | activation, % at 9.3 µM | P35372+P41143; in the data active = activation above about 18%;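 note: 0% = vehicle-treated cells and 100% = reference agonist; values of inactives mirror those of a sister screen read the other way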
HTR5A ag ctr: HTR5A agonism, opioid heterodimer counter-screen; HTR5A agonist assay, luminescence, cell-based; hit rate 0.61% among 340,000; AID 504692; activation, % at 9.3 µM; in the data active = activation mostly above about 9.5%, no sharp cut-off; inactive = mostly below about 7.6%;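 note: 0% = cells with vehicle only and 100% = reference agonist; strong numbers were not always called active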
PKA-R1A act: activates the PKA-R1A holoenzyme complex | PKA-R1A dissociation, Cy5-IP20 fluorescence polarization; scaled: DMSO 0%, 113 µM cGMP 100% | activation, % at 11.4 µM | hit rate 0.083% among 340,000;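 active = percent activation above the mean of all tested compounds plus 3 SD, cut at about 19% in these data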;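 note: higher means more PKAc released from R1A so a rise in polarization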
PKA-R2B activ: activates the human PKA-R2B holoenzyme complex; P22694+P31323; PKA-R2B holoenzyme dissociation, Cy5-IP20 fluorescence polarization; R2B truncated from residue 108, S112A mutant; 0% DMSO only, 100% 113 µM cGMP; activation, % at 11.4 µM; hit rate 0.079% among 340,000; AID 504700;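 active = activation above a cutoff set at the mean over all compounds plus 3 SD, cut at about 18% in these data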;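 note: higher means more holoenzyme dissociation and a rise in polarization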
Target sequence (P31323 whole entry, looked up, other chains not shown, the tested form may be a part): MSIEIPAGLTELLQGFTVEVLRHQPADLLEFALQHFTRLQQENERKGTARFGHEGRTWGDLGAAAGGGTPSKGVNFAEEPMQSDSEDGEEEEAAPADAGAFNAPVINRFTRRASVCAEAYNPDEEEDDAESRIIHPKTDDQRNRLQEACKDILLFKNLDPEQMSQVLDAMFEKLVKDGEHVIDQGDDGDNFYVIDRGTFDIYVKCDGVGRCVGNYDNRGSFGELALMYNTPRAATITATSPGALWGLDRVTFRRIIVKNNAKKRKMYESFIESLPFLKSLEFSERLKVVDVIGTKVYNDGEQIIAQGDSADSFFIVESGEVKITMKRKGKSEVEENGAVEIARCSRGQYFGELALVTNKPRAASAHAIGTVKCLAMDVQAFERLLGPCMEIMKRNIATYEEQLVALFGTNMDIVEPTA
DSG3 Ab inh: blocks pemphigus antibody binding to human desmoglein-3; P32926; DSG3-coupled beads, scFv-anti-DSG3-GFP binding, flow cytometry; stronger effect = lower value; binding (percent of control), % at 10 µM; hit rate 0.48% among 310,000;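 active = binding more than 3 SD below its plate's average and above zero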; note: some compounds called inactive have numbers as strong as hits
HTR5A inv ctr: counter-screen for OPRM1-OPRD1 inverse agonists: human HTR5A inverse agonism. P47898. HTR5A cell line, luminescence. inhibition, % at 9.3 µM. hit rate 0.083% among 340,000. AID 504634; in the data active = inhibition mostly above about 23%, no sharp cut-off; inactive = mostly below about 18%;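 note: 0% = cells with DMSO and 100% = no-cell wells with DMSO; some compounds called inactive have numbers as strong as hits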
DAGLB inh: blocks human DAGLB lipase activity; Q8NCG7; HEK293T DAGLB membrane lysate, EnzChek fluorogenic substrate; inhibition, % at 5.17 µM; hit rate 0.059% among 340,000; AID 504411; in the data active = inhibition above about 34%;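 note: 0% = enzyme with vehicle and 100% = wells lacking enzyme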
Target sequence (Q8NCG7 whole entry, looked up): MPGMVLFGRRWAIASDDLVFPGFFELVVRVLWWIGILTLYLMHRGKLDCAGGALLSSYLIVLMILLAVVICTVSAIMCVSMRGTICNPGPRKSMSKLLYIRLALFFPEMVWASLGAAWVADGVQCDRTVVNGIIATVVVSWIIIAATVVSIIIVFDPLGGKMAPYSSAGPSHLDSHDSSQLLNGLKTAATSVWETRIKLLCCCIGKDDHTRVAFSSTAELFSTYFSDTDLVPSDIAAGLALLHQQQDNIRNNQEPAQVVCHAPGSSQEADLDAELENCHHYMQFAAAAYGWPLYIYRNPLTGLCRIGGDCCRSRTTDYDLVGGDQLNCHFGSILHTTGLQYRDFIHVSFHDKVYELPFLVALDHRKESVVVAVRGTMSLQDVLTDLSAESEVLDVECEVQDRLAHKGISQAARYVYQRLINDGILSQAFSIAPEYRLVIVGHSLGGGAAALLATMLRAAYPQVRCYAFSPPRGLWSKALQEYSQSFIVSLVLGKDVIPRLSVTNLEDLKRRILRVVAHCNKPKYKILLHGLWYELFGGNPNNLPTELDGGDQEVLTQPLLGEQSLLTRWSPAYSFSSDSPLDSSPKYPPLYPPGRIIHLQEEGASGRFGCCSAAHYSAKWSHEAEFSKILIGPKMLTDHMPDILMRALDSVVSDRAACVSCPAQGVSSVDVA
Arrestin-AP2 inh: human beta-arrestin and AP2 interaction inhibition; FITC-arrestin peptide / GST-AP2 beads, flow cytometry; AP2 beta2 appendage carries R879A mutation; inhibition, % at 10 µM; hit rate 0.31% among 340,000; AID 504490;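 active = inhibition above a set limit, near 3 SD of compounds lacking own fluorescence, cut at about 54% in these data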;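 note: plate controls were DMSO wells for no effect and 5 µM unlabelled arrestin peptide for full effect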
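System: GST-AP2 R879A glutathione beads | Also added: FITC-arrestin peptide, 50 nM | Times: 12 min plus 1 h, RT | Signal: Bead flow cytometry, FITC channel | Buffer or medium: PBS with 0.05% Tween 20 and 0.1% BSA | Read-out basis: Percent drop in bead-associated FITC signal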
Numbers without * were called inactive; i = inactive; x = not tested or not shown.

Screens in order: V-ATPase pH	PKA-R2B activ	DAGLB inh	OPRM1-OPRD1 inv	HTR5A ag ctr	DSG3 Ab inh	Arrestin-AP2 inh	MOR-DOR ag	HTR5A inv ctr	PKA-R1A act
1: Clc1ccccc1CN1CCN(c2ccccc2)CC1
 : -3	3	-7	-25	2	107	0	4.5	21	-3
2: CC(C(=O)c1cn(C)c2ccccc12)c1ccccc1 (configuration not stated)
 : -3	3	-3	-12	4	103	-5	1.9	-10	-7
3: CN1CCN(c2ccc([N+](=O)[O-])c(Sc3ccccn3)c2)CC1
 : -6	11	-2	6	-1	108	14	-1.2	-16	6
4: COc1cccc(-n2c(/C=C/c3ccccn3)nc3ccccc3c2=O)c1
 : 1	2	1	14	6	117	19	-2.9	-22	1
5: CC1CCC(C(=O)NC(C(=O)N2CCC3(CC2)OCCO3)C(C)C)CC1 (configuration not stated)
 : 1	3	-6	6	0	x	3	-1.1	1	2
6: O=C(Cc1cc(=O)[nH]c(=O)[nH]1)N1CCN(CCO)CC1
 : 4	-1	-1	14	7	96	20	-2.6	-1	9
7: Cc1ccsc1CNCCc1ccc(F)cc1
 : 0	-7	-4	8	-3	104	28	-1.6	11	-6
8: CC(=O)OC1CC[C@@]2(C)C(=CC(=O)C3C4CCC(OC(C)=O)[C@@]4(C)CCC32)C1 (some centres not stated)
 : -2	4	-1	15	0	x	-13	-3.1	-1	-3
9: Cc1ccc2ccccc2c1NC(=O)CNC1CCCCC1
 : 2	4	0	-1	0	101	6	0.1	-12	-1
10: CC(C)Cc1nnc(NC(=O)CCC(=O)N2CCC3(CC2)OCCO3)s1
 : -1	7	2	16	4	100	-11	-3.2	23	12
11: CCCC(C)C1(CC)C(=O)NC(=O)N=C1N (configuration not stated)
 : -2	-9	-1	5	-4	88	-5	-0.6	10	-11
12: N#CC(C#N)=Cc1ccc(N2CCCC2)cc1
 : 0	-10	-6	1	-2	104	22	-0.3	6	1
13: CCc1ccc(N2C(=O)NC(=O)/C(=C\C=C\c3ccco3)C2=O)cc1
 : 0	-4	6	1	1	103	9	-0.2	-16	1
14: CCCC(=O)c1ccc(CP(=O)(OCC)OCC)o1
 : 1	10	-1	11	1	109	4	-2.2	3	4
15: CSc1ncc(Br)c(N2CC2)n1
 : -1	5	-2	-4	0	109	-11	0.8	-2	-5
16: O=C1CCCC2C3CCCN4CCCC(CN12)C34 (configuration not stated)
 : -4	2	-3	-8	3	103	6	1.5	-14	8
17: CCCCOc1nc2ccccc2c(=O)n1-c1ccccc1
 : 1	-16	-12	-22	0	84	-3	4.3	4	-7
18: Cc1cc(OC(C)C(=O)N[C@H](C(=O)O)c2ccccc2)c2c3c(c(=O)oc2c1)CCC3 (some centres not stated)
 : 1	-10	-2	11	2	109	1	-2.2	4	6
19: COc1ccc(C(CNC(=O)Cc2ccc(Cl)c(Cl)c2)N(C)C)cc1 (configuration not stated)
 : 3	10	-2	i	-1	99	-22	121*	3	-7
20: O=C(NC(=S)N1C[C@H]2C[C@H](C1)c1cccc(=O)n1C2)c1ccc(Cl)cc1
 : 1	-6	-3	7	-6	108	8	-1.2	-6	-16

Three of the compounds above, with tabs:
#	SMILES	V-ATPase pH	PKA-R2B activ	DAGLB inh	OPRM1-OPRD1 inv	HTR5A ag ctr	DSG3 Ab inh	Arrestin-AP2 inh	MOR-DOR ag	HTR5A inv ctr	PKA-R1A act
1	Clc1ccccc1CN1CCN(c2ccccc2)CC1	-3	3	-7	-25	2	107	0	4.5	21	-3
20	O=C(NC(=S)N1C[C@H]2C[C@H](C1)c1cccc(=O)n1C2)c1ccc(Cl)cc1	1	-6	-3	7	-6	108	8	-1.2	-6	-16
2	CC(C(=O)c1cn(C)c2ccccc12)c1ccccc1 (configuration not stated)	-3	3	-3	-12	4	103	-5	1.9	-10	-7

One compound at a time (already shown). Order of screens: V-ATPase pH | PKA-R2B activ | DAGLB inh | OPRM1-OPRD1 inv | HTR5A ag ctr | DSG3 Ab inh | Arrestin-AP2 inh | MOR-DOR ag | HTR5A inv ctr | PKA-R1A act
`CC(=O)OC1CC[C@@]2(C)C(=CC(=O)C3C4CCC(OC(C)=O)[C@@]4(C)CCC32)C1` (some centres not stated) is entered as -2 | 4 | -1 | 15 | 0 | x | -13 | -3.1 | -1 | -3
`CC1CCC(C(=O)NC(C(=O)N2CCC3(CC2)OCCO3)C(C)C)CC1` (configuration not stated) is entered as 1 | 3 | -6 | 6 | 0 | x | 3 | -1.1 | 1 | 2
`Cc1ccc2ccccc2c1NC(=O)CNC1CCCCC1` is entered as 2 | 4 | 0 | -1 | 0 | 101 | 6 | 0.1 | -12 | -1
`O=C(NC(=S)N1C[C@H]2C[C@H](C1)c1cccc(=O)n1C2)c1ccc(Cl)cc1` is entered as 1 | -6 | -3 | 7 | -6 | 108 | 8 | -1.2 | -6 | -16
`COc1cccc(-n2c(/C=C/c3ccccn3)nc3ccccc3c2=O)c1` is entered as 1 | 2 | 1 | 14 | 6 | 117 | 19 | -2.9 | -22 | 1

(listing goes on)
Screens in order: V-ATPase pH	PKA-R2B activ	DAGLB inh	OPRM1-OPRD1 inv	HTR5A ag ctr	DSG3 Ab inh	Arrestin-AP2 inh	MOR-DOR ag	HTR5A inv ctr	PKA-R1A act
21: C[C@@H]1CN([C@H](C)CO)C(=O)CCCn2cc(nn2)CO[C@H]1CN(C)C(=O)Oc1cccc2ccccc12
 : 2	0	0	x	x	x	x	x	x	-1
22: O=C(CCN1CCOCC1)Nc1ccc(Br)cc1C(=O)c1ccccc1
 : 0	2	-1	4	5	96	29	-1.0	-17	2
23: CC[N+](CC)(CC#CCO)CC#Cc1ccccc1
 : -1	8	1	7	2	100	12	-1.3	-5	-3
24: O=C(NCCN1CCCCC1)c1ccc(Cl)nc1Cl
 : 0	4	-1	4	2	98	21	-0.8	-4	-10
25: O=c1[nH]c(=O)n(-c2ccccc2F)c(O)c1/C=C1\C=Nc2ccccc21
 : 3	5	-1	10	1	92	-8	-1.8	-3	11
26: Cc1c(N=Cc2c(O)n(CCc3ccccc3)c(=O)[nH]c2=O)c(=O)n(-c2ccccc2)n1C
 : -4	-3	-3	8	-3	x	3	-1.6	8	-18
27: O=C(CNC(=O)OCc1ccccc1)Nc1ccc(Br)cc1C(=O)c1ccccc1
 : 12	0	-8	-39	-1	98	17	6.7	-19	8
28: N/C(=N\N=C/c1ccc(-c2ccc(O)c(C(=O)O)c2)o1)N[N+](=O)[O-]
 : -3	-4	4	10	-3	96	2	-1.8	10	6
29: COC(=O)C1=C(c2cccc(C#N)c2)C[C@@H]2CC[C@H]1N2C(=O)N1CCc2cc(OC)c(OC)cc2C1
 : -3	-13	-1	12	6	103	5	-2.2	10	-1
30: Cc1ccc(N2CCN(CCc3ccccc3)CC2)cc1
 : -1	-2	-8	-6	8	102	8	1.2	-15	-11
31: O=c1c2ccccc2nc(-c2ccco2)n1-c1ccccn1
 : 0	3	0	12	-7	108	-6	-2.9	16	-11
32: O=P(NS(=O)(=O)c1ccccc1)(Oc1ccccc1)Oc1ccccc1
 : 5	-8	-2	15	4	104	-8	-2.7	-2	-14
33: CNC(=O)Oc1ccc2ncccc2c1
 : -1	-5	3	7	-2	98	-12	-1.4	6	-8
34: COc1ccc2c(c1)NP(=S)(c1ccccc1)N2 (configuration not stated)
 : 1	7	0	-26	3	92	3	5.0	-12	-14
35: CCOC(=O)C1CCN(C=C2C(=O)N(C)C(=S)N(C)C2=O)CC1
 : 0	-7	2	17	3	101	7	-3.3	-12	1
36: CC1=NN(c2ccccc2)C(=O)C1/C=C1\C(=O)NC(=O)N(c2cc(C)cc(C)c2)C1=O (configuration not stated)
 : 0	11	6	11	3	108	13	-1.9	-5	0
37: CCC(C)C1N=C(c2ccccc2)c2cc(Cl)ccc2N(CC(=O)NCc2ccco2)C1=O (configuration not stated)
 : 0	3	1	-6	12	84	-1	1.0	-35	-4
38: COC1CCC(OC2CC(C3(C)CCC4(CC(O)C(C)C(C(C)/C=C(\C)C(=O)C(C)CC(C)C(=O)O)O4)O3)OC3(OC(C4OC(O)(CO)C(C)CC4C)CC3C)C2C)OC1C (configuration not stated)
 : -3	12	-3	-84	8	90	11	19*	-30	4
39: CCn1cc(C(=O)c2ccccc2)c2ccccc21
 : 6	-5	-1	10	2	96	-2	-1.8	-5	1
40: N=C1c2ccccc2CN1c1ncccn1
 : 3	2	1	-6	3	110	8	1.4	-8	3

Retrieved by structure from above:
Screens in order: V-ATPase pH	PKA-R2B activ	DAGLB inh	OPRM1-OPRD1 inv	HTR5A ag ctr	DSG3 Ab inh	Arrestin-AP2 inh	MOR-DOR ag	HTR5A inv ctr	PKA-R1A act
33: CNC(=O)Oc1ccc2ncccc2c1
 : -1	-5	3	7	-2	98	-12	-1.4	6	-8
27: O=C(CNC(=O)OCc1ccccc1)Nc1ccc(Br)cc1C(=O)c1ccccc1
 : 12	0	-8	-39	-1	98	17	6.7	-19	8
17: CCCCOc1nc2ccccc2c(=O)n1-c1ccccc1
 : 1	-16	-12	-22	0	84	-3	4.3	4	-7
34: COc1ccc2c(c1)NP(=S)(c1ccccc1)N2 (configuration not stated)
 : 1	7	0	-26	3	92	3	5.0	-12	-14

More records follow.
Screens in order: V-ATPase pH	PKA-R2B activ	DAGLB inh	OPRM1-OPRD1 inv	HTR5A ag ctr	DSG3 Ab inh	Arrestin-AP2 inh	MOR-DOR ag	HTR5A inv ctr	PKA-R1A act
41: O=P(CCl)(Nc1ccccc1)C(Cl)(Cl)Cl (configuration not stated)
 : -3	-9	-8	10	2	94	20	-2.1	-5	-17
42: Cn1c(=O)c2c(ncn2CCCl)n(C)c1=O
 : 2	5	-3	1	-3	104	1	-0.2	10	-10
43: Cn1c(O)c(C=NCCCN2CCCC2=O)c(=O)n(C)c1=O
 : 2	-5	0	12	0	102	27	-2.2	5	-11
44: CC(=O)Nc1ccc(C2CN(C)CC2C(=O)c2ccc(Cl)cc2)cc1 (configuration not stated)
 : 0	-6	1	-76	-2	98	15	15	-6	8
45: O=C(c1cccc(C(F)(F)F)c1)N1C[C@H]2C[C@@H](C1)c1cccc(=O)n1C2
 : 8	-4	-3	-4	-2	106	42	0.8	21	-7
46: CC(C)OS(C)(=O)=O
 : 9	1	-2	15	3	99	-38	-2.8	-12	-2
47: COc1ccc(CCNCc2c(OC)ccc3ccccc23)cc1
 : -2	-3	0	9	0	98	-18	-2.1	2	1
48: CCN(CC)CCCN=Cc1c(O)n(-c2cccc(C)c2C)c(=O)[nH]c1=O
 : 0	-8	1	8	0	111	15	-1.9	14	8
49: O=C1NC(=O)N(CC2CCCO2)C(=O)/C1=C/c1cccs1 (configuration not stated)
 : 1	4	4	15	0	x	8	-3.1	9	-6

Compound activity deposited in PubChem BioAssay by several laboratories.

The list is partial. The share of hits here may be higher or lower than overall.
